OXTR ag – agonists of human oxytocin receptor | P30559 | CHO-OTR cells, Fluo-8 calcium fluorescence; normalized: DMSO 0%, oxytocin 100% | activation, % at 3 µM | 320,000 compounds, 0.32% hits;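 active = activation above the mean of all tested compounds plus 3 SD, cutoff set per screening run, cut at about 20% in these data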;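 note: peak over basal fluorescence ratio from a 100 s FLIPR kinetic read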
Target sequence (P30559 whole entry, looked up): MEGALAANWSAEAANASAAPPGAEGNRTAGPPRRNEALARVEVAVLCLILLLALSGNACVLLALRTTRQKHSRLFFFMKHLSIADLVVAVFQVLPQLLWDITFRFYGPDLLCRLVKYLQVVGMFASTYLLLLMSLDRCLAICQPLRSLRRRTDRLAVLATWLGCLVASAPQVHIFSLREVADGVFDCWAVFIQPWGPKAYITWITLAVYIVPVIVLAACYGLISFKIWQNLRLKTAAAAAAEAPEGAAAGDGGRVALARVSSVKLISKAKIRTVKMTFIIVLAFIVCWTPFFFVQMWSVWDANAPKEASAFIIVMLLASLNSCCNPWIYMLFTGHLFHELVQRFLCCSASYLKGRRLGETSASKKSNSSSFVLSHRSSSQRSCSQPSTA
OXTR potentiator – potentiates the human oxytocin receptor response. CHO-OTR cells, Fluo-8 calcium fluorescence, potentiator mode; 0% = oxytocin EC15, 100% = EC100. 320,000 compounds, 0.061% hits. activation, % at 3 µM;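 active = activation above that plate's cutoff, the mean activation of tested compounds plus 3 SD, cut at about 6.6% in these data, passing the limit was not always enough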;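 note: 100% uses oxytocin at 75 nM as the full agonist control; some results filed as inactive read as strong as hits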
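Assay system: CHO-OTR cells, human receptor / Also added: oxytocin at about EC15, sub-maximal agonist stimulus / Dosing: single dose, 3.0 µM nominal final compound concentration / Incubation: 6 min pre-incubation, 100 s read / Technique: Fluo-8 calcium dye fluorescence / Read-out: % activation vs EC15 and EC100 oxytocin / Benchmarks: EC15 oxytocin low, 75 nM oxytocin high / Replicates: singlicate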
V1aR counter – activates human V1a receptor in oxytocin agonist counter-screen. P37288. CHO-V1R cells, Fluo-8 calcium fluorescence, agonist mode; 0% DMSO, 100% 3 nM vasopressin. activation, % at 3 µM. 320,000 compounds, 0.25% hits. AID 2797;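 active = activation above the mean activation of all tested compounds plus 3 SD, per screening run, cut at about 20% in these data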;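 note: signal is peak over basal fluorescence ratio across a 100 second FLIPR read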
GPR7 antagonist – antagonists of human GPR7 (neuropeptides B/W receptor 1) | AID 1861 | inhibition, % at 4.4 µM | GPR7-expressing cells, fluorescence antagonist assay | 290,000 compounds, 1.1% hits | P48145; in the data active = inhibition above about 16%, passing the limit was not always enough;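 note: cells stimulated with the agonist NPW; 0% = agonist with vehicle and 100% = vehicle without agonist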
Target sequence (P48145 whole entry, looked up): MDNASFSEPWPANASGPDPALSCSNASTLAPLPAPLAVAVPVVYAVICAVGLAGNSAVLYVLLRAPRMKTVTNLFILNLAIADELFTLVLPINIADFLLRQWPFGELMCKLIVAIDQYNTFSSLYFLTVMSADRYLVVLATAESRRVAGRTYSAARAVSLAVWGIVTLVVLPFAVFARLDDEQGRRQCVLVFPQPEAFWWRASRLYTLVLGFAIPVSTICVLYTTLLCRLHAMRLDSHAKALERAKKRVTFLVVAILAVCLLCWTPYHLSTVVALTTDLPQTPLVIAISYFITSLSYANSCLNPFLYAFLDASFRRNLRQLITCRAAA
M18AAP inhibitor – blocks P. falciparum M18 aspartyl aminopeptidase; 290,000 compounds, 1.2% hits; inhibition, % at 7.35 µM; recombinant PfM18AAP, H-Glu-NHMec fluorogenic cleavage;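 active = inhibition above the campaign mean inhibition over all tested compounds plus 3 SD, cut at about 28% in these data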;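 note: 0% = plate median of test compound wells and 100% = 2 mM ZnCl2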
GalR3 antagonist – blocks the human galanin receptor 3; O60755; HEK293 GalR3-CNG cAMP membrane potential fluorescence; galR3 body fused to GalR1 C-terminus; inhibition, % at 3 µM; 360,000 compounds, 0.44% hits;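 active = inhibition above the screen-wide average plus 3 SD, cut at about 13% in these data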;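 note: forskolin and galanin both at EC90 stimulate the cells; cAMP rise reported by CNG channel membrane potential dye signal; 0% = forskolin plus galanin with DMSO and 100% = forskolin alone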
Target sequence (O60755 1-299 limits assumed): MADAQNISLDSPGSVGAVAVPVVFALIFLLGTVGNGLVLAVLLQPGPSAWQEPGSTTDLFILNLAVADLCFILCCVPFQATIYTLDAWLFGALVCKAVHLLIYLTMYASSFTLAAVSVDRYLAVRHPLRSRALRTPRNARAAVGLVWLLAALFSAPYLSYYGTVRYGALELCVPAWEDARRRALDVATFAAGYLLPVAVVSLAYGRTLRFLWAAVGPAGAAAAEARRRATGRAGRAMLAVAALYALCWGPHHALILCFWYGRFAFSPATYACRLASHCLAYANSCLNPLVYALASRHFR
MEKK2mut PB1 HTS – signal of MEK5 binding to mutant human MEKK2 PB1 domain; bead flow cytometry, Alexa488-MEK5 binding to MEKK2 mutant; 290,000 compounds, 0.35% hits; AID 1530; percent response, % at 10 µM; in the data active = percent response above about 24%, passing the limit was not always enough; note: inactives centre near 1; some results filed as inactive read as strong as hits; reference of the scale not given here
MEKK2 WT-MEK5 – raises or lowers MEK5 binding to wildtype human MEKK2 PB1 domain | binding response (% of control), % at 10 µM | 290,000 compounds, 1.1% hits | AID 1531 | bead flow cytometry, Alexa488-MEK5 binding to MEKK2 WT; actives lie on both sides | Q9Y2U5; in the data active = binding response below about 67% or above about 130%
NALP1 yeast inh – blocks the NALP1 inflammasome reconstituted in yeast. S. cerevisiae NALP1/ASC/caspase-1 growth, X-gal OD620, 72 h. 280,000 compounds, 0.61% hits. inhibition, % at 10 µM; in the data active = inhibition mostly above about 24%, no sharp cut-off; inactive = mostly below about 32%; note: some compounds called inactive have numbers as strong as hits
Starred values were filed as active, the others as inactive; x = no result given; [ ] = another dose, or the depositor's remark. Only part of the results is shown (hit frequency here may not be typical).

Compound,MEKK2 WT-MEK5,GalR3 antagonist,GPR7 antagonist,NALP1 yeast inh,M18AAP inhibitor,V1aR counter,OXTR ag,MEKK2mut PB1 HTS,OXTR potentiator
COC12CCC3(CC1C(C)(O)C(C)(C)C)[C@H]1Cc4ccc(OC5OC(C(=O)O)[C@@H](O)C(O)[C@H]5O)c5c4[C@@]3(CCN1CC1CC1)C2O5 (stereo not given in full),x,-1,x,x,x,1.0,1.6,x,-2
O=C1NC(=O)C(=Cc2ccc(-c3ccccc3[N+](=O)[O-])o2)C(=O)N1,83,-3,16,x,12,-2.0,0.2,-12,-7
Cc1cc(C)[n+](CCCC[n+]2c(C)cc(C)cc2C)c(C)c1,x,-5,x,x,x,0.0,-0.3,x,-7
Cc1cccc(-n2c(O)c(/C=N/Nc3nc4c(c(=O)n(C)c(=O)n4C)n3C)c(=O)[nH]c2=S)c1,110,1,0,10,10,-1.3,-1.1,1,-4
CC(C)(C)c1nc(NCc2ccc3c(c2)OCO3)c2nnn(Cc3ccccc3Cl)c2n1,98,2,-12,-33,5,0.3,-1.2,2,-21
CCCC(=O)NC(Oc1ccc(OC)cc1)C(Cl)(Cl)Cl (stereo not given),100,-7,-10,10,-2,-1.5,-1.9,-6,1
O=c1[nH]c(=O)n(CCC2=CCCCC2)c(O)c1C=NCCN1CCNCC1,x,-5,-12,0,-17,0.1,1.3,x,-6
CCn1c(P(C)(=O)O)nc2ccccc21,100,-1,-12,28,5,0.1,-0.6,11,-2
C[C@]12CCC3[C@@H](CCC4=CC(=O)CC[C@@]43C=O)C1CCC2=O (stereo not given in full),99,-5,28*,13,20,3.5,-1.2,-2,-21
COc1ccc(CCNCc2ccncc2)cc1,105,-2,2,5,12,0.2,-1.1,6,-1
Cc1ccc(N=Cc2c(O)n(-c3ccc(C)cc3)c(=O)[nH]c2=O)cc1,99,-8,x,x,x,0.9,-1.0,3,-6
CC(C)n1c(=O)c(C=Nc2ccc(F)cc2)c(O)n(Cc2ccco2)c1=O,101,-4,-7,19,-1,2.1,-1.8,-1,2
C=C(CC1CC(O)[C@]2(C)OC3CC4OC5C[C@]6(C)O[C@]7(C)CCC8OC9C[C@]%10(C)OC%11C(C)=CC(=O)OC%11CC%10OC9C[C@@H](C)C8OC7CC6O[C@]5(C)C/C=C\C4OC3CC2O1)C(=O)O (stereo not given in full),96,-5,-12,-29,-2,-0.5,-0.7,3,0
CCC(C)(C)n1nnnc1C(c1cccs1)N1CC=C(c2ccc(F)cc2)CC1 (stereo not given),88,-12,-5,-14,0,1.0,0.7,-7,-9
CCOC(=O)CNC(=O)CNC(=O)C(Cc1ccc(N(CCCl)CCCl)cc1)NC(C)=O (stereo not given),98,-5,-2,7,3,0.1,-0.9,4,-10
O=C1CC(N2CCC(n3c(=O)[nH]c4ccccc43)CC2)C(=O)N1Cc1ccccc1 (stereo not given),122,-1,-11,24,-23,5.8,1.9,15,-8

Whole records as entered above. Order of screens: MEKK2 WT-MEK5, GalR3 antagonist, GPR7 antagonist, NALP1 yeast inh, M18AAP inhibitor, V1aR counter, OXTR ag, MEKK2mut PB1 HTS, OXTR potentiator
Listed for `Cc1ccc(N=Cc2c(O)n(-c3ccc(C)cc3)c(=O)[nH]c2=O)cc1` = 99, -8, x, x, x, 0.9, -1.0, 3, -6
Listed for `O=C1CC(N2CCC(n3c(=O)[nH]c4ccccc43)CC2)C(=O)N1Cc1ccccc1` (stereo not given) = 122, -1, -11, 24, -23, 5.8, 1.9, 15, -8

(cont.)
Compound,MEKK2 WT-MEK5,GalR3 antagonist,GPR7 antagonist,NALP1 yeast inh,M18AAP inhibitor,V1aR counter,OXTR ag,MEKK2mut PB1 HTS,OXTR potentiator
COc1ccc(N2C(=O)/C(=C/c3cc(C)n(-c4ccc(C)cn4)c3C)C(=O)NC2=S)c(OC)c1,33*[inhibitor],-6,-7,0,-8,4.8,0.4,-20,-5
C=C1[C@@H](OC(C)=O)[C@]23C[C@@H]1[C@@H](OC(C)=O)CC2[C@]12C4C[C@H]3[C@H]1N(CC)C[C@]4(C)CC[C@@H]2O (stereo not given in full),100,-8,x,x,x,0.3,0.6,1,1
CCC(=NCc1cccnc1)c1c(O)n(-c2ccc(C)cc2)c(=O)[nH]c1=O,91,-2,-2,x,-3,0.2,0.6,-7,1
O=C(O)c1[nH]c(=O)[nH]c(=O)c1F,95,-8,-11,0,0,-0.1,-0.1,-9,0
CCOCCc1c(O)[nH]c(=S)[nH]c1=O,86,-5,-12,-14,1,0.7,0.2,-14,1
Fc1ccc(CCNCc2cccc(Cl)c2)cc1,93,-10,6,41*,3,1.8,3.5,-7,-3
C=CCN1C(=O)C2(C(C(=O)OCC)=C(N)Oc3ccccc32)c2c1c1ccccc1oc2=O (stereo not given),97,-3,1,-8,6,0.3,2.2,-3,2
COC(=O)CC1=C(C(=O)OC)C2(C(=O)N(C)c3ccccc32)C(C#N)=C(N)O1 (stereo not given),101,-3,-12,2,-1,1.5,2.1,3,-10
CCn1c(O)c(C(=O)CC2NCCc3ccccc32)c(=O)n(CC)c1=S (stereo not given),112,x,-14,-4,-12,0.3,1.4,-1,-5
CN1CCc2cc3c(cc2[C@H]1[C@@H]1OC(=O)c2c1ccc1c2OCO1)OCO3,x,-4,x,x,x,1.2,0.2,x,1
Cn1c(O)c(C(=NCCc2c[nH]c3ccccc23)c2ccccc2)c(=O)n(C)c1=O,103,-5,-15,18,6,1.4,2.4,4,-9
OCC(Cl)CCl (stereo not given),x,1,x,x,x,-0.1,0.9,x,2
O=C1NC(=O)C(Sc2ccccc2[N+](=O)[O-])C(=O)N1,103,-6,-7,6,27,0.9,0.2,7,0
C[C@@H]1C(=O)O[C@@H]2[C@H](O)C34[C@@H]5OC(=O)C3(O[C@H]3OC(=O)[C@H](O)C34[C@H](C(C)(C)C)[C@H]5O)[C@@]12O (stereo not given in full),100,0,-15,15,-6,1.0,-0.4,2,-13
COC(=O)C1=C(c2cc3ccccc3s2)C[C@@H]2CC[C@H]1N2C(=O)N1CCC(O)CC1,96,-5,x,x,x,0.9,-1.1,-4,-12
CC[N+](C)(CC)CCCCOc1ccc2c(c1)C(=O)c1cc(OCCCC[N+](C)(CC)CC)ccc1-2,114,1,-13,22,1,-0.6,-0.7,10,-4
CC(=O)OC1CCC2(/C=N/O)C(=CCC3C4CCC(=O)C4(C)CCC32)C1 (stereo not given),112,-4,-11,2,-3,0.9,0.3,4,-2
CN(CC#CCN1CCCC1)C(=O)c1cccc(Cl)c1,101,-5,x,x,x,1.6,0.5,2,3
COC(=O)C1=C(c2ccc(C(C)=O)cc2)C[C@@H]2CC[C@H]1N2C(=O)N1CCC(O)CC1,x,-5,x,x,x,0.1,0.5,x,-6
CCN1C(=O)NC(=O)/C(=C\c2cn(CC(=O)N3CCCCC3C)c3ccccc23)C1=O (stereo not given),102,x,-8,6,16,1.0,0.8,-2,-2
COc1ccc(CC2(CCc3ccncc3)C(=O)NC(=O)NC2=O)cc1OC,99,-4,12,-7,0,0.9,0.6,-11,-2
CSCCC(N=Cc1c(O)n(-c2ccc(Br)cc2)c(=O)[nH]c1=O)C(=O)OC(C)(C)C (stereo not given),103,-6,11,17,-14,-1.4,-1.7,1,-4
Cc1ccc(N2C(=O)NC(=O)/C(=C\c3cc(C)n(-c4sc5c(c4C#N)CCCC5)c3C)C2=O)cc1,89,0,6,26,6,4.1,-1.8,4,-11
CCOC(=O)C1(CCOc2ccccc2)CCN(Cc2ccccc2OC)CC1,111,-17,13,20,-6,8.6,3.1,6,-2
O=[N+]([O-])c1ccc(N2CCNCC2)cc1NCc1ccco1,106,-8,4,27,-3,2.2,3.0,-1,2
O=c1[nH]c(=S)[nH]c(O)c1/C=N/N1CCOCC1,101,-1,-12,-3,10,7.2,-0.8,0,-8
CC(=O)c1ccc(OC(=O)N(C)c2ccccc2)cc1,99,-5,-13,15,0,1.1,0.2,0,-1
CCN1CCN(C(=O)COc2ccc3oc4c(c3c2)CCCC4)CC1,x,-2,x,x,x,0.6,1.1,x,-7
CCN1/C(=C\C=C\C2=[N+](CC)c3ccccc3C2(C)C)C(C)(C)c2ccccc21,x,x,98*,3,5,459*,443*,x,-24
CCn1ccnc1CN1CCCC(C(=O)c2ccc(SC)cc2)C1 (stereo not given),109,-2,-9,-3,-1,3.6,1.8,9,-8
O=C1NC(=O)C(=Cc2ccccc2OCCOc2ccc([N+](=O)[O-])cc2)C(=O)N1,87,x,16,-4,9,x,x,-12,x
Cc1ccccc1N1C(=O)NC(=O)/C(=C/c2ccc(N3CCOCC3)o2)C1=O,100,-1,-7,0,10,6.4,6.8,-3,-12
O=C1Nc2ccccc2Sc2ccccc21,93,-4,-1,-3,-3,-0.9,-1.8,-9,0
O=P(C(c1c[nH]c2ccccc12)N1CCOCC1)(N1CCOCC1)N1CCOCC1 (stereo not given),125,-3,-7,14,1,1.0,0.5,11,-3
Cn1c(O)c(/C=C/C=Nc2ccccc2)c(=O)n(C)c1=S,65,-2,4,20,-2,47*,93*,-2,-19
COc1ccc(C(=O)C2CCCN(Cc3ccccn3)C2)c(OC)c1 (stereo not given),89,-6,-3,-11,-1,1.4,0.9,-7,1
C=CCN1C(=O)NC(=O)/C(=C/c2cccn2C)C1=O,101,-5,-7,12,1,0.9,0.1,-1,-7
CCOC(=O)Cn1cc(C(=O)c2ccccc2)c2ccccc21,103,-9,-4,3,-5,-1.0,-2.4,3,-2
Cc1cc(C)cc(NC(=S)NC2CC3CCCC(C2)N3Cc2cccs2)c1 (stereo not given),117,-11,-18,4,-2,1.1,2.1,4,-2
Cc1ccc(/C=C2\C(=O)NC(=O)N(CCc3ccc(F)cc3)C2=O)s1,99,1,-4,10,4,-0.5,0.8,-3,-16
CC(C)N(Cc1ccco1)/N=C/c1c(O)n(Cc2ccccc2)c(=O)[nH]c1=O,89,0,7,6,7,0.8,-0.4,-4,-1
COC(=O)C1=C(c2cccc(NC(C)=O)c2)C[C@@H]2CC[C@H]1N2C,x,-9,x,x,x,0.8,1.0,x,-3
CN(C)C(Cc1ccccc1)C(=O)c1ccccc1 (stereo not given),100,-2,-5,28,-2,-1.0,-1.3,0,-4
O=C1C2CCCC1C(N1CCCC1)CC2 (stereo not given),93,-1,5,21,7,-0.2,0.7,-2,0
COc1ccccc1-n1c(-c2ccccc2Cl)nc2ccccc2c1=O,111,-5,-5,3,5,-0.8,-1.3,18,-2
CCCN1CCO[C@@H]2c3cc(O)ccc3OC[C@H]21,x,-3,x,x,x,-0.1,0.7,x,-3
CN(C(=O)Oc1ccc(C(=O)c2ccc(Cl)cc2)cc1)c1ccccc1,97,0,-11,-3,2,1.4,0.2,-1,-5
COc1ccc(OCC(=O)N2CCN(Cc3c[nH]c4ccccc34)CC2)cc1,110,-6,11,-14,2,x,x,12,x
O=C(Cc1ccccc1)Oc1cccc(N2C(=O)CCC2=O)c1,104,5,9,2,-6,0.1,1.3,9,-1
Cc1cc(OCC(=O)NCc2ccc(S(N)(=O)=O)cc2)c2c3c(c(=O)oc2c1)CCC3,104,2,-9,20,-13,0.6,-0.1,1,-4
